Vif-A3G inh = Vif-A3G binding inhibition | Q9HC16 | AID 602310 | Potency, µM (doses to about 46.1 µM), for the others: at the top dose activity, negative = active, usual class: inhibitors | HeLa A3G-eYFP + Vif (tagged APOBEC3G with the HIV-1 protein that degrades it), YFP fluorescence, overnight | hit rate 0.076% among 410,000;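 also: potency is read from the fitted curve at half-maximal effect; % is scaled to controls: 0 for no effect and ±100 for the full control effect; nearly all actives have a fitted effect of over 60% in size; hits raise eYFP signal because A3G escapes Vif-driven loss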
Target sequence (Q9HC16 whole entry, looked up): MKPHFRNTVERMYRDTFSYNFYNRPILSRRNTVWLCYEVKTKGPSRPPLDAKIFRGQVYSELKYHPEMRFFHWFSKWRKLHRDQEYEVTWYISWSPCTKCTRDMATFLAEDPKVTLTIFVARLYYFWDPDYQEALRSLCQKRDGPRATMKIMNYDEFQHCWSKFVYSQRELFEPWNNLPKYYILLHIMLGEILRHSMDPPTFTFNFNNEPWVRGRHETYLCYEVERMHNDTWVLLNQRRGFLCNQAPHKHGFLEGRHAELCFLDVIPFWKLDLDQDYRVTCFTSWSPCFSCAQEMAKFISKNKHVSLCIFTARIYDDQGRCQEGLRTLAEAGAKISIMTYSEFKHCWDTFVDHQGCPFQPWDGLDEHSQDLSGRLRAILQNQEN
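Read-out is eYFP fluorescence (Ex 488/Em 500-530) from Vif-expressing HeLa A3G-eYFP cells; more signal means A3G escaped Vif-mediated degradation. Cells plated overnight, compound pinned in, incubated overnight at 37 deg C.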
USP1-UAF1 inh = USP1/UAF1 (human) deubiquitinase inhibition; O94782; recombinant USP1/UAF1, Ub-Rhodamine cleavage fluorescence; Potency, µM (top dose mostly 57.1 µM), inactives show at the highest dose activity change, negative = inhibition, actives largely listed as inhibitors; hit rate 0.23% among 390,000; also: potency is read from the fitted curve at half-maximal effect; % is scaled to controls: 0 for no effect and ±100 for the full control effect; nearly all actives have a fitted effect of over 60% in size; inactives centre near -12
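USP1/UAF1 complex (1 nM) preincubated 15 min at room temperature with compound, then Ub-Rho substrate (150 nM final) added. Kinetic fluorescence at 480/540 nm over 6 reads at 60 s intervals; 50 mM HEPES pH 7.8, 0.5 mM EDTA, 0.1 mg/ml BSA, 1 mM TCEP, 0.01% Tween-20.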
TrxR1 substrate = is turned over as a substrate by rat TrxR1; hit rate 0.01% among 390,000; AID 588456; purified TrxR1 substrate turnover, NADPH consumption readout; Potency, µM (series often up to 114 µM), for the others: top-dose activity change, negative = substrate turnover; also: potency is read from the fitted curve at half-maximal effect; % is scaled to controls: 0 for no effect and ±100 for the full control effect; nearly all actives have a fitted effect of over 50% in size
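Rat TrxR1, dispensed at 90 nM, was prereduced with 400 uM NADPH (final) for 5 min at ~22 deg C, then incubated with compound 15 min before 400 uM selenite. A first-read NADPH fluorescence drop versus no-compound background flagged substrates.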
RXFP1 ag = agonists of human relaxin receptor RXFP1. Q9HBX9. HEK293T-RXFP1 cAMP TR-FRET, 30 min; response scale: percent of porcine relaxin response, buffer zero. Potency, µM (top dose mostly 57.5 µM), for the others: top-dose activation, most hits filed as activators. hit rate 0.3% among 370,000. AID 2676; also: potency is read from the fitted curve at half-maximal effect; % is scaled to controls: 0 for no effect and ±100 for the full control effect; nearly all actives have a fitted effect of over 60% in size; many of its hits are not listed in these tables
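HEK293 cells stably expressing RXFP1, treated 30 min at 37C with compounds plus PDE4 inhibitor Ro 20174; cAMP measured by HTRF TR-FRET. Normalized to buffer and 29 nM porcine relaxin; EC50 by Hill fit.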
IDH1 R132H inh = blocks human mutant IDH1 R132H enzyme; IDH1-R132H enzyme, NADPH consumption, diaphorase/resazurin fluorescence; hit rate 0.093% among 390,000; Potency, µM (doses to about 76.6 µM), without a hit: at the highest dose activity change, negative = inhibition, actives largely listed as inhibitors; also: potency is read from the fitted curve at half-maximal effect; % is scaled to controls: 0 for no effect and ±100 for the full control effect; nearly all actives have a fitted effect of over 65% in size
Target sequence (O75874 whole entry R132H, stated change not applied): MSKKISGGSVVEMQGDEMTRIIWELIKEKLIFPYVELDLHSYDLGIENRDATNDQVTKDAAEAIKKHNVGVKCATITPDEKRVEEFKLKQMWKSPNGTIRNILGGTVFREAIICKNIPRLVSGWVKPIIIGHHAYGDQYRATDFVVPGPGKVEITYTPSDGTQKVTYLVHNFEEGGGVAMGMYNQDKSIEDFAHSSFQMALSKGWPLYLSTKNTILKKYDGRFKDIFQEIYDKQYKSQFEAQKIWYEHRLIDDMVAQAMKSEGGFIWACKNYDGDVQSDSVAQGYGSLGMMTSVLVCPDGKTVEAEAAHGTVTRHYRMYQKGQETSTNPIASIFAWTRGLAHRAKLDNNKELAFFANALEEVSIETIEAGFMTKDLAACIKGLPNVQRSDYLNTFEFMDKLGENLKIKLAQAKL
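IDH1-R132H (0.5 ug/mL) preincubated 30 min with compound, then NADPH (0.016 mM) and alpha-KG (2 mM) added; 80 min at RT, pH 7.5. Remaining NADPH coupled via diaphorase/resazurin to fluorescence (540/590 nm); concentration-response curves normalized to no-enzyme control.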
Glioma ERSR ind = inducers of ER stress response in human glioma cells; U87-MG GRP78 promoter luciferase reporter, 16 h; Potency, µM, without a hit: at the top dose activation, hits mostly activators; AID 602332; hit rate 0.02% among 420,000; also: potency is read from the fitted curve at half-maximal effect; series mostly up to about 76 µM; % of control where 0% means no effect; nearly all actives have a fitted effect of over 35% in size
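ERSR induction read as luciferase luminescence (Bright-Glo, 10 min at room temperature) in stably transfected human U87-MG glioma cells exposed to compounds for 16 h, using GRP78 as sensor.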
Vif-A3F inh = blocks the Vif interaction with APOBEC3F; HeLa A3F-eYFP + Vif (tagged APOBEC3F with the HIV-1 protein that degrades it), YFP fluorescence increase; Potency, µM (doses to about 46.1 µM), without a hit: at the highest dose activity, negative = active; hit rate 0.2% among 390,000; AID 602313; also: potency is read from the fitted curve at half-maximal effect; % of control where 0% means no effect; nearly all actives have a fitted effect of over 65% in size
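Fluorescence increase (Ex 488/Em 500-530) after overnight compound treatment at 37 deg C flags inhibition of Vif-driven A3F-eYFP loss in stable HeLa A3F-eYFP/Vif cells seeded overnight beforehand.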
LDHA block = inhibitors of human lactate dehydrogenase A; purified LDHA, NADH/diaphorase-resazurin fluorescence; stronger effect = lower value; P00338; activity change, % (values are at about 110 or 230 µM); hit rate 0.15% among 480,000; in the data active = activity change below about -30%; inconclusive = mostly about -25% to -30%;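 also: plate controls were DMSO wells for no effect and wells without enzyme for full effect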
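Human LDH5 (2 nM) was incubated with 0.06 mM NADH and 0.2 mM pyruvate for 5 min at room temperature in Tris pH 7.4. Remaining NADH was coupled through diaphorase/resazurin, and resorufin fluorescence was read at 0 and 20 min.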
PI4K2A inh = PI4K2A (human) kinase inhibition; hit rate 0.13% among 420,000; Q9BTU6; activity change, negative = inhibition, % at 76.9 µM; purified PI4K2A, ADP-Glo luminescence, 1 h; stronger effect = lower value; in the data active = activity change below about -50%; inconclusive = mostly about -30% to -49%;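 also: -100% = wells without enzyme as full effect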
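In this quantitative HTS, ADP production by PI4K2A was quantified luminescently after 1 h at ambient temperature; 100 microM adenosine served as plate-quality control.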
* = called active by the depositor; ? = inconclusive; nt = not tested or not shown; [ ] = another dose, or the depositor's remark. Unless noted, calls follow the shape of the dose curve; as a rule, active = well fitted curve in the direction sought with a large enough effect; inconclusive = small, poorly fitted or top-dose-only effect, or another doubt; inactive = no such curve, though single readings can be large; an effect the other way counts as inactive or inconclusive. These rows are one share of the data; rates above refer to the full screens.

cpd	canonical_smiles	Vif-A3G inh	USP1-UAF1 inh	TrxR1 substrate	RXFP1 ag	IDH1 R132H inh
1	O=C(c1cccc2ccccc12)N1CCN(c2ccc([N+](=O)[O-])c(NCc3ccco3)c2)CC1	-3%	-9%	-5%	0.7%	4%
2	Cc1cc(C(=O)N/N=C/c2ccc3c(c2)OCO3)c(C)o1	-3%	-11%	-6%[57.1 µM]	0.7%	4%
3	CNC[C@@H](CC1CCCCC1)NC[C@H](CC(C)C)NCCc1cccc(C(F)(F)F)c1	9%	-12%	-3%	-4.0%	0%
4	COc1cccc(/C=C/C(=O)NNC(=O)c2ccncc2)c1	2%	-21%	-2%	-0.7%	0%
5	CC(=O)NC1(c2ccccc2)CCN(C(=O)N2CCOCC2)CC1	5%	-1%	-8%	0.2%	15%
6	Cc1csc(NC(=O)C2CCCN(S(=O)(=O)c3ccc(Br)s3)C2)n1 (configuration not stated)	0%	-27%	-8%	-0.7%	9%
7	CCN(C[C@H]1N[C@@](Cc2ccccc2)(C(=O)OC)[C@H]2C(=O)N(Cc3ccccc3)C(=O)[C@@H]12)C(=O)COC	1%	-13%	-1%	nt	0%
8	CCC(=O)N1CCC1(C)C(=O)Nc1ccc2scnc2c1 (configuration not stated)	-1%	nt	nt	nt	nt
9	Cc1oc(C)c2c(=O)ccc3c(c12)OC(N)=C(C#N)C3c1ccccc1 (configuration not stated)	7%	?	-11%[57.1 µM]	0.2%	-7%
10	COc1ccc(C(=O)NC2CCCCCC2)cc1S(=O)(=O)N1CCCC1	0%	4%	-4%	1.0%	-5%
11	Cc1ccc(S(=O)(=O)N(CC#N)CC#N)cc1	1%	?	-1%[57.1 µM]	-0.5%	5%
12	CCOC(=O)c1c(C)nc2c(C#N)cnn2c1C	0%	-10%	60%	3.5%	6%
13	COc1cc(CCC(=O)Nc2cc(Cl)ccc2N2CCN(C)CC2)cc(OC)c1OC	2%	-2%	-6%	1.0%	-5%
14	COc1cc(OC)c(-c2sc(Nc3ccccc3)n[n+]2-c2ccc(F)cc2)cc1OC	2%	18%	-10%	0.9%	-1%
15	Cn1ncc2c1ncn1nc(CCc3ccccc3)nc21	-4%	8%	7%	1.5%	6%

cpd	Glioma ERSR ind	Vif-A3F inh	LDHA block	PI4K2A inh
1	5%	1%	-4	3
2	1%	13%	-3	-10
3	-11%	10%	0	3
4	-6%	0%	-4	1
5	-10%	7%	-6	-3
6	-6%	-2%	1	1
7	-4%	1%	-3	1
8	2%	nt	0	0
9	-5%	?	11	-15
10	3%	5%	-3	2
11	2%	-11%	-6	1
12	-4%	-2%	-6	3
13	-4%	-4%	-2	8
14	-3%	1%	0	4
15	2%	1%	-8	1

(list continues)
cpd	canonical_smiles	Vif-A3G inh	USP1-UAF1 inh	TrxR1 substrate	RXFP1 ag	IDH1 R132H inh
16	CCNc1nc(N2CCCCC2)nc(-n2nnc(C(=O)OCC)c2C)n1	2%	1%	4%[57.1 µM]	-0.3%	2%
17	COC(=O)c1ccsc1NC(=O)CN1CCN(c2ncccn2)CC1	-1%	-2%	-7%	2.0%	7%
18	CCOc1ccccc1N(CC(=O)N1CCOCC1)S(=O)(=O)c1ccccc1	2%	-14%	8%	0.6%	0%
19	COc1cc(C(=O)Nc2nncs2)cc(OC)c1OC	1%	-20%	-4%	2.8%	2%
20	c1ccc2nc(-c3nc4ccccc4[nH]3)ccc2c1	-6%	-15%	16%	0.0%	13%
21	CCCNC(=O)NC(=O)COC(=O)c1ccc(OC)c(S(=O)(=O)N2CCCc3ccccc32)c1	-4%	1%	-5%	0.8%	4%
22	Cc1cc(C)n(-c2ccc(C(=O)N3CCC(CO)(Cc4ccccc4)CC3)cc2)n1	2%	-17%	4%	-0.8%	4%
23	CN(CCC#N)C(=S)Nc1ccc(S(=O)(=O)N2CCOCC2)cc1	0%	-12%	-6%	0.4%	-14%
24	COc1ccc(C(=O)N/N=C(\C)CC(=O)Nc2ccc3c(c2)OCCO3)c(OC)c1	-1%	-11%	0%	5.5%	-7%
25	CCOC(=O)c1ccc(NC(=O)Cn2cnc3cc(C)c(C)cc32)cc1	-3%	-27%	-1%	0.0%	8%
26	CCOc1ccccc1N(C(=O)c1snc(C(N)=O)c1N)C(C(=O)NC1CCCC1)c1ccco1 (configuration not stated)	-1%	-14%	10%	0.6%	?
27	O=C(Nc1nonc1NC(=O)C1CCCCC1)C1CCCCC1	2%	-15%	-3%	0.3%	4%
28	CCN(CC)CCOC(=O)c1ccc(N/C=C(/C#N)c2nc(-c3cccc(OC)c3)cs2)cc1	0%	-8%	-11%[57.1 µM]	0.7%	-1%
29	COc1ccccc1NS(=O)(=O)c1ccc(OC)c(OC)c1	1%	-13%	-4%	1.4%	4%
30	CCOc1ccccc1NC(=O)NCCCCc1ccccc1	-3%	-23%	-4%	0.6%	4%

cpd	Glioma ERSR ind	Vif-A3F inh	LDHA block	PI4K2A inh
16	-5%	-6%	3	4
17	-9%	5%	-3	0
18	0%	-4%	-4	9
19	-2%	nt	-3	6
20	-17%	-4%	1	-66*
21	-1%	0%	-4	3
22	1%	-21%	-1	-4
23	-2%	-7%	-10	0
24	-2%	-6%	-6	-1
25	-6%	5%	-1	0
26	-4%	9%	-8	2
27	-6%	nt	-1	1
28	0%	-2%	-7	0
29	-4%	-7%	-1	4
30	-3%	5%	-14	-2

One compound at a time, from the list above. Order of values: Vif-A3G inh | USP1-UAF1 inh | TrxR1 substrate | RXFP1 ag | IDH1 R132H inh | Glioma ERSR ind | Vif-A3F inh | LDHA block | PI4K2A inh
CCOc1ccccc1N(C(=O)c1snc(C(N)=O)c1N)C(C(=O)NC1CCCC1)c1ccco1 (configuration not stated) as listed: -1% | -14% | 10% | 0.6% | ? | -4% | 9% | -8 | 2
O=C(Nc1nonc1NC(=O)C1CCCCC1)C1CCCCC1 as listed: 2% | -15% | -3% | 0.3% | 4% | -6% | nt | -1 | 1
CCOC(=O)c1ccc(NC(=O)Cn2cnc3cc(C)c(C)cc32)cc1 as listed: -3% | -27% | -1% | 0.0% | 8% | -6% | 5% | -1 | 0

(listing goes on)
cpd	canonical_smiles	Vif-A3G inh	USP1-UAF1 inh	TrxR1 substrate	RXFP1 ag	IDH1 R132H inh
31	c1ccc(CNc2ncnc3sccc23)cc1	5%	-12%	-3%	1.3%	-1%
32	CCOc1ccc(N(C)S(=O)(=O)c2ccc3c(c2)CCCN3C(C)=O)cc1	2%	-24%	6%[57.1 µM]	0.9%	6%
33	CCCn1nc(C(=O)Nc2cc(S(=O)(=O)Nc3ccc(OC)cc3)ccc2O)c2ccccc2c1=O	1%	-20%	-1%	nt	-11%
34	COC(=O)c1ccc(-c2nc3cc(NC(C)=O)ccc3o2)cc1	-3%	7%	7%	2.1%	0%
35	O=C(O)c1cnc(-c2ccccc2)nc1Sc1ccc(Cl)cc1	2%	-5%	-13%	2.0%	-5%
36	O=C(c1ccc(=O)n(Cc2ccc(Cl)c(Cl)c2)c1)N1CCOCC1	1%	-11%	3%[57.1 µM]	1.5%	-1%
37	CCC(C(=O)N1CCOCC1)n1nc(C)c2c(C)n(-c3ccccc3)nc2c1=O (configuration not stated)	1%	-13%	-1%	0.0%	-5%
38	CCC1=C(OC(=O)N(CC)CC)N2C(=O)OC(=NCCc3c[nH]c4ccccc34)[C@]2(Cc2ccccc2)[C@H]2C1=CC[C@H]1C(=O)NC(=O)[C@H]12	-12%	-4%	-8%	-2.5%	11%
39	CCOC(=O)c1ccc(P(=O)(c2ccccc2)c2ccccc2)cc1	2%	-8%	-3%	-6.1%	-5%
40	O=C(CN1CCCC1)Nc1ccccc1C(=O)c1ccccc1	-7%	-12%	3%	-1.4%	-2%
41	Nc1c(-c2cccs2)cnc2c(-c3ccc(F)cc3)cnn12	-8%	-20%	17%	?	-3%
42	COc1ccc(/C=C/C(=O)NCc2ccccn2)cc1	2%	-3%	4%[57.1 µM]	1.1%	-2%

cpd	Glioma ERSR ind	Vif-A3F inh	LDHA block	PI4K2A inh
31	5%	-2%	-7	-5
32	-2%	3%	1	1
33	-5%	1%	-19	3
34	-4%	-5%	-2	-4
35	-4%	2%	-10	6
36	-5%	2%	-3	2
37	-2%	-9%	-5	2
38	0%	-25%	-1	6
39	-2%	0%	-1	0
40	-3%	5%	-8	8
41	0%	?	-4	2
42	-4%	-13%	0	-5

Among those listed so far, 4 have a thiophene ring, fused or not.
cpd	canonical_smiles	Vif-A3G inh	USP1-UAF1 inh	TrxR1 substrate	RXFP1 ag	IDH1 R132H inh
6	Cc1csc(NC(=O)C2CCCN(S(=O)(=O)c3ccc(Br)s3)C2)n1 (configuration not stated)	0%	-27%	-8%	-0.7%	9%
17	COC(=O)c1ccsc1NC(=O)CN1CCN(c2ncccn2)CC1	-1%	-2%	-7%	2.0%	7%
31	c1ccc(CNc2ncnc3sccc23)cc1	5%	-12%	-3%	1.3%	-1%
41	Nc1c(-c2cccs2)cnc2c(-c3ccc(F)cc3)cnn12	-8%	-20%	17%	?	-3%

cpd	Glioma ERSR ind	Vif-A3F inh	LDHA block	PI4K2A inh
6	-6%	-2%	1	1
17	-9%	5%	-3	0
31	5%	-2%	-7	-5
41	0%	?	-4	2
